FBW7 activator: FBW7 E3 ligase activators, primary screen, biochemical, AlphaScreen, human | F-box/WD repeat-containing protein 7 (Homo sapiens), Q969H0 | AlphaScreen FBW7–phospho-cyclin E peptide binding, activator screen | normalized activity (activation), % at 26.1 µM | 0.13% of 650,000 active | AID 1259310, 2017; in the data active = normalized activity above about 1.9%;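 also: purified mutant Fbw7 with reduced substrate affinity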
Target sequence (Q969H0 whole entry, looked up): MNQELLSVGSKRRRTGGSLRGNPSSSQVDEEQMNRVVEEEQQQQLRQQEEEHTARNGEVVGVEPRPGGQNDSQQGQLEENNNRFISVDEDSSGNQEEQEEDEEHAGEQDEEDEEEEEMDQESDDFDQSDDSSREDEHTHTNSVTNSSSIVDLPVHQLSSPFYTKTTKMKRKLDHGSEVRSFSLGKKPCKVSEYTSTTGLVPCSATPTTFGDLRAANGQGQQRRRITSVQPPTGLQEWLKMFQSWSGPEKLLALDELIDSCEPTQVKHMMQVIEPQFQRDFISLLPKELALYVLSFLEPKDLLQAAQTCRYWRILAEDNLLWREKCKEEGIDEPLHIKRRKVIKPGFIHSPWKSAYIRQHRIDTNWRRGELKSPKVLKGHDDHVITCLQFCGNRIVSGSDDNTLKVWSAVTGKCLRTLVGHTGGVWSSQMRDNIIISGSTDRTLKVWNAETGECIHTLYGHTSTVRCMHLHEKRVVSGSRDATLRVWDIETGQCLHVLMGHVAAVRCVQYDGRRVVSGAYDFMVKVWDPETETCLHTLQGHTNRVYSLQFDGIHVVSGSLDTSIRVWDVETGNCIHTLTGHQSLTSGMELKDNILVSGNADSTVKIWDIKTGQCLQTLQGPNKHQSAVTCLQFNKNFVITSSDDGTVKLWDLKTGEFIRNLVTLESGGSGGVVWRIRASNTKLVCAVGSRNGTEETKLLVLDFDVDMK
MITF inh: MITF inhibitors, primary screen, biochemical, AlphaScreen, human. inhibition, % at 2.6 µM. 0.91% of 650,000 active. AlphaScreen MITF homodimerization, bead proximity signal. Microphthalmia-associated transcription factor (Homo sapiens), O75030. AID 1259374, 2018; in the data active = inhibition above about 50%;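 also: 0% = vehicle wells with protein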
TEAD-YAP inh: TEAD-YAP interaction inhibition, primary screen, TEAD-YAP interaction inhibitor project, luminescence, HEK-TIYL cells. TEAD-Gal4/YAP UAS-luciferase luminescence. inhibition, % at 9.12 µM. 1.4% of 640,000 active; in the data active = inhibition above about 32%;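 also: 0% = median of test compound wells and 100% = reference inhibitor wells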
GPR151 activ: activators of human GPR151, primary screen, cell-based, PathHunter beta-arrestin, luminescence | PathHunter beta-arrestin GPR151 cells | activation, % at 11.2 µM | AID 1508602, 2020 | 1% of 650,000 active | G-protein coupled receptor 151 (Homo sapiens), Q8TDV0; in the data active = activation above about 4.9%;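 also: 0% = median of compound wells and 100% = cells with positive control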
Target sequence (Q8TDV0 whole entry, looked up): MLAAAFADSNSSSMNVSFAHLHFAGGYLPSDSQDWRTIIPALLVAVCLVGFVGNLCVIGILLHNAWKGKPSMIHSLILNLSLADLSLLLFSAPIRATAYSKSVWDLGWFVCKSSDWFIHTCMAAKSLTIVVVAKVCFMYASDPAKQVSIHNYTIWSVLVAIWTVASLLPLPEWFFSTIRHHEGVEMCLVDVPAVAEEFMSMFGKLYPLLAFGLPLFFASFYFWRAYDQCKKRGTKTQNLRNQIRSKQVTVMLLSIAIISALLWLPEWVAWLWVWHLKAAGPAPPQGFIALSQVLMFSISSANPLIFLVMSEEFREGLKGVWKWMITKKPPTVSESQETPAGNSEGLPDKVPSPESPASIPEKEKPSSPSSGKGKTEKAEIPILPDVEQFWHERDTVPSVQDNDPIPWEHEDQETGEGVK
Numbers without * were called inactive; nt = not tested or not shown.

SMILES | FBW7 activator | MITF inh | TEAD-YAP inh | GPR151 activ
CC(=O)N(Cc1ccc2c(c1)OCO2)C1CC(=O)N(c2ccc(Br)cc2)C1=O (stereo not given) | -0.4 | 4 | 0 | -0.5
COc1ccccc1NC(=O)c1cc2nc(-c3ccc(Br)cc3)cc(C(F)(F)F)n2n1 | 0.0 | -7 | 2 | 0.3
COc1cccc(CC(=O)N2CCOc3ccc(CN4CCCC4)cc3C2)c1 | 0.0 | 13 | -12 | -1.9
COc1ccc(N(CC(=O)NCCSCc2ccccc2)S(C)(=O)=O)c(OC)c1 | -0.1 | 3 | 4 | -1.3
CC(=O)Nc1ccc(Nc2nc(-c3csc4ccccc34)nc3c2ncn3CCN2CCCC2=O)cc1 | 0.0 | -10 | 3 | -0.4
Cc1noc(C)c1-c1nc(NCCOc2ccccc2)c2ncn(Cc3ccc(C(F)(F)F)cc3)c2n1 | 0.9 | 1 | -10 | 0.1
Cn1c(COc2ccc(Cl)cc2)nnc1SCC(=O)N1CCOCC1 | -0.1 | 5 | 3 | -0.9
CC(c1ccccc1)n1cnc2cc([N+](=O)[O-])ccc21 (stereo not given) | 0.1 | 15 | 1 | -1.0
Cc1cc(=O)[nH]c(SCc2nc3cccc(C)n3c2Br)n1 | -0.1 | -2 | -9 | 0.1
S=C(c1ccc(N2CCOCC2)cc1)N1CCCCC1 | 0.1 | 5 | -36 | -1.4
CC1(Cc2ccc(C(F)(F)F)o2)C(=O)Nc2ccc(-c3cccnc3)cc21 (stereo not given) | 0.6 | 2 | 40* | 0.8
O=C(CSc1nnc(-c2ccc(NS(=O)(=O)c3ccccc3)cc2)o1)N1CCCC1 | -0.1 | 6 | -6 | 0.1
CCCC1CCC(C(=O)Nn2c(C)nc3ccccc3c2=O)CC1 (stereo not given) | 0.0 | -2 | 9 | -1.1
Cc1cnc(CCNC(=O)c2cc(COc3cccc(C(F)(F)F)c3)on2)[nH]1 | 0.0 | 11 | -11 | -0.5
Cc1cc(Nc2cccc(C(=O)O)c2C)n2ncnc2n1 | 0.2 | 15 | 1 | -0.2
CCOc1ccccc1NC(=O)C1=C(C)NC(=S)NC1c1ccc(Cl)cc1Cl (stereo not given) | 0.2 | -10 | -4 | 0.8
CC1CCCN(S(=O)(=O)c2ccc3c(c2)n(C)c(=O)c(=O)n3C)C1 (stereo not given) | 0.1 | 3 | 10 | 1.0
COc1cccc(-c2cc(C(=O)O)[nH]n2)c1 | 0.0 | 13 | 3 | -1.4
CC1(C)CC(C(=O)N2CCC(c3ccnc(-c4ccccc4)n3)CC2)CCO1 (stereo not given) | -0.2 | 5 | 6 | 1.2
Nc1c(C(=O)c2ccc(Oc3ccccc3)cc2)oc2ccccc12 | 0.2 | -6 | -41 | -1.2

Record cards, from the list above. Values in the order: FBW7 activator | MITF inh | TEAD-YAP inh | GPR151 activ
`CC1CCCN(S(=O)(=O)c2ccc3c(c2)n(C)c(=O)c(=O)n3C)C1` (stereo not given) reads 0.1 | 3 | 10 | 1.0
`COc1ccc(N(CC(=O)NCCSCc2ccccc2)S(C)(=O)=O)c(OC)c1` reads -0.1 | 3 | 4 | -1.3
`CC(=O)N(Cc1ccc2c(c1)OCO2)C1CC(=O)N(c2ccc(Br)cc2)C1=O` (stereo not given) reads -0.4 | 4 | 0 | -0.5
`Cc1cnc(CCNC(=O)c2cc(COc3cccc(C(F)(F)F)c3)on2)[nH]1` reads 0.0 | 11 | -11 | -0.5

New compounds follow.
SMILES | FBW7 activator | MITF inh | TEAD-YAP inh | GPR151 activ
CCCCN1C(=O)C2C(C(=O)Nc3ccc(OC)cc3)C3C=CC2(O3)C1C(=O)NC1CCCC(C)C1C (stereo not given) | -0.1 | -4 | 6 | -0.5
COc1ccc(C2=NN(C(=O)c3ccc(Br)cc3)C(c3nc4ccccc4[nH]3)C2)cc1 (stereo not given) | 0.0 | -1 | -49 | 0.4
CCOC(=O)c1ccc(N2NC(=O)/C(=C/c3ccc(N4CCOCC4)cc3)C2=O)cc1 | 0.2 | -2 | 1 | -0.3
CC(=O)N1CCC(C(=O)N(C)C(c2ccc(F)cc2)c2ccccn2)CC1 (stereo not given) | 0.1 | 5 | 2 | 0.1
Cc1ccnc(NC(=O)CCS(=O)(=O)c2ccc(Br)cc2)c1 | -0.2 | 1 | 2 | 0.1
Nc1ncc(Br)cc1S(=O)(=O)Nc1ccc(Cl)cc1 | 0.4 | 10 | 4 | 0.0
CCOC(=O)c1ccc2nc(NC(=O)c3cc(OCC)c(OCC)c(OCC)c3)sc2c1 | -0.1 | 14 | -47 | -0.4
O=C(c1nc2ccccn2c1CN1CCC[C@H]1CO)N1CCN(C2CCCCC2)CC1 | 0.1 | 11 | 4 | -1.2
CC1(C)C(N(O)C(=O)Nc2ccccc2)N(c2ccccc2)C(=O)N1CCC1=CCCCC1 (stereo not given) | 0.2 | 9 | 9 | 0.9
CN1CCN(Cc2ccc(C#CCCO)cc2)CC1CCO (stereo not given) | 0.0 | -10 | 0 | 5.0*
COc1cc(/C=C/C(=O)c2c(O)c3ccccc3oc2=O)cc(OC)c1OC | 0.0 | 2 | -5 | 4.7
CC[C@H](C)[C@@H]1NC(=O)[C@@H]2C[C@H](NC(=O)Nc3ccc(SC)cc3)CN2C1=O | 0.8 | 9 | -21 | -2.8
COc1cccc(/C=N/N=C(N)N)c1O | 0.0 | 13 | 5 | -1.3
O=C(CSc1cccc2cccnc12)N/N=C/c1ccncc1 | -0.3 | 2 | 5 | -0.5
COc1ccc(CN2CC(=O)N(c3cc(Cl)ccc3OC)C2=S)cc1OC | 0.0 | 11 | -5 | -1.0
COc1cccc(-c2ccccc2NC(=O)C2CCN(CCCn3cccn3)CC2)c1 | 0.0 | 4 | -5 | -0.4
Cc1nn(Cc2ccccc2Cl)c(C)c1N | 0.6 | 26 | 14 | -0.4
Cc1ccc(S(=O)(=O)N2C(=O)CCC2C(=O)O/N=C(\N)c2cccnc2)cc1 (stereo not given) | 0.0 | 3 | 2 | 5.2*
CCn1c2ccccc2c2ccc(C3C(C#N)=C(N)OC4=C3C(=O)CCC4)cc21 (stereo not given) | -0.2 | -6 | 2 | 0.4
CCOc1ccc(NS(=O)(=O)c2cccc3ccccc23)cc1 | -0.2 | -9 | 5 | 2.8
Cc1cc(N2CCCCC2)nc2ccc(NC(=O)c3cnccn3)cc12 | 0.1 | 9 | -13 | -1.2
CCCOc1ccc(N2C(=O)CC(Nc3ccc(F)cc3)C2=O)cc1 (stereo not given) | 0.1 | 4 | 6 | 1.3
O=C1CN(C(=O)COC(=O)c2cccc(Br)c2)c2ccccc2N1 | 0.0 | -14 | -1 | 1.0
CCOC(=O)c1ccc(NC(=O)c2ccc([N+](=O)[O-])o2)cc1 | 0.1 | 10 | 7 | 0.2
CNC(=O)C1=CC(C)(C)NC1(C)C | -0.1 | -2 | 0 | 0.1
O=C(O)CCN1C(=O)c2c(Cl)c(Cl)c(Cl)c(Cl)c2C1=O | -0.2 | -13 | -7 | -0.7
COc1ccc(C(CC(=O)NCc2ccccn2)N2Cc3ccccc3C2=O)cc1OC (stereo not given) | -0.6 | 1 | -6 | 1.8
COc1cccc(C2C(C(=O)OC3CCCC3)=C(C)NC3=C2C(=O)CC(c2cccs2)C3)c1OC (stereo not given) | 0.2 | -4 | 15 | 0.7
CN1CCN(C(=O)C2CCCN(S(=O)(=O)c3ccc(F)cc3)C2)CC1 (stereo not given) | 0.0 | 74* | -5 | 1.2
C=C(C)Cn1c(SCc2ccccc2)nc2ccccc2c1=O | -0.1 | -7 | 0 | -0.1
CC(=O)c1cccc(NC(=O)c2cc3c(=O)n(C)c4ccccc4c3n2C)c1 | 0.0 | 17 | 2 | -0.5
COc1ccc(NC(=O)C(C)Sc2ccc(C)cc2)cc1 (stereo not given) | -0.1 | -5 | -4 | -1.5
Cc1cc2cc(CNC(=O)c3cc(Cl)ccc3Cl)ccc2[nH]1 | 0.1 | 3 | 3 | 1.2
CCCCCC(=O)CC[C@@H]1[C@@H](CC(=O)CCCCC(=O)O)[C@@H](O)C[C@H]1O | nt | -16 | nt | -1.7
c1ccc(N2CCN(N=C3c4ccccc4-c4ccccc43)CC2)nc1 | -1.1 | 12 | -13 | 0.2
CCOC(=O)c1sc2nc(SCc3cccc(Cl)c3)n(Cc3cccs3)c(=O)c2c1C | -0.1 | 0 | -9 | -0.8
C/C(=N\OCc1nc2c3c4c(sc3ncn2n1)C(C)(C)NC(C)(C)C4)c1cccs1 | -0.1 | -8 | -8 | 1.1
COC(=O)c1ccc(CN(Cc2ccc(OC)c(OC)c2)S(=O)(=O)c2ccc(F)c(C(=O)Nc3cccc(Cl)c3)c2)cc1 | 0.0 | 7 | 8 | -1.8
Cc1noc(C)c1C(=O)N1CCN(Cc2ccccc2F)C[C@@H]1C(C)C | 0.1 | 15 | -16 | 3.9
COc1ccc(C(C[N+](=O)[O-])C2C(=O)CC(C)(C)CC2=O)cc1 (stereo not given) | -0.1 | 13 | -5 | -0.2
COc1ccc(-c2nccc(NCCO)n2)cc1 | 0.0 | 15 | -31 | -0.2
CCOc1ccc(NC(=O)COC(=O)CC2CCCCC2)cc1 | 0.1 | 1 | 14 | -1.3
CCN1C(=O)CSc2c1c(C)nn2C | 0.1 | -4 | 1 | 1.1
NS(=O)(=O)c1ccc(CCNC(=O)CSc2nc(Nc3ccc4c(c3)OCO4)c3ccccc3n2)cc1 | 0.1 | 14 | 4 | -1.0
COc1cc2[nH]c(=S)n(CC3CCCO3)c(=O)c2cc1OC (stereo not given) | 0.0 | -10 | 4 | -1.5
OC1CCN(Cc2ccc3c(c2)CN(Cc2nc(-c4ccccc4)cs2)CCO3)CC1 | 0.6 | 11 | 1 | 0.4
Cc1ccc2nc(NS(=O)(=O)c3ccc(Cl)cc3)c(Nc3c(C)n[nH]c3C)nc2c1 | 0.0 | -19 | 0 | -0.2
Cc1ccccc1N(C)C(=O)c1coc(=O)c2ccccc12 | -0.2 | -4 | 2 | 0.3
COc1ccc(COC(=O)C2=C(C)NC3=C(C(=O)CCC3)C2c2ccc3c(c2)OCO3)cc1 (stereo not given) | 0.1 | -4 | 0 | -0.5
CCOc1ccccc1NC(=O)c1c(NC(=O)Cc2ccccc2)sc2c1CCCC2 | -0.1 | 11 | -11 | 0.2
CC(NC(=O)c1cc([N+](=O)[O-])ccc1Cl)c1ccccc1 (stereo not given) | -0.1 | 1 | 6 | 0.7
CC1CC(C)CN(S(=O)(=O)N2CCCC(C(=O)NC3CCCCCCC3)C2)C1 (stereo not given) | 0.8 | 2 | 7 | -1.3
Cc1cc(C(=O)CSc2ccccc2)c(C)n1-c1c(C)n(C)n(-c2ccccc2)c1=O | -0.1 | -2 | 19 | 1.8
CCCCOc1ccc(N2CC(C(=O)NCCc3ccccc3)CC2=O)cc1 (stereo not given) | 0.0 | -8 | 5 | 1.1
COC(=O)c1ccc(NC(=O)COc2cccc(NC(C)=O)c2)cc1 | 0.1 | 8 | -31 | -1.3
N#CC1=C(N)OC2=C(C(=O)CCC2)C1c1ccc(Cl)c([N+](=O)[O-])c1 (stereo not given) | 0.0 | 13 | 5 | 0.2
CC(=O)c1cccc(-c2nc(NCCOc3ccccc3)c3[nH]cnc3n2)c1 | 0.0 | 3 | -6 | 0.3
O=[N+]([O-])c1cccc(Nc2nc(-c3ccc(F)cc3)cs2)c1 | -0.1 | -1 | -18 | 4.6
Cc1cccc(OCC(=O)Nc2nnc(CSCc3ccc(Cl)cc3Cl)s2)c1 | -0.1 | 6 | -1 | -0.1
NS(=O)(=O)c1ccc(CNC(=O)C(c2ccccc2)c2ccccc2)cc1 | 0.1 | -2 | 3 | 0.2

5 compounds drawn at random from those above, as already listed:
SMILES | FBW7 activator | MITF inh | TEAD-YAP inh | GPR151 activ
N#CC1=C(N)OC2=C(C(=O)CCC2)C1c1ccc(Cl)c([N+](=O)[O-])c1 (stereo not given) | 0.0 | 13 | 5 | 0.2
COc1cc2[nH]c(=S)n(CC3CCCO3)c(=O)c2cc1OC (stereo not given) | 0.0 | -10 | 4 | -1.5
CCOc1ccc(NC(=O)COC(=O)CC2CCCCC2)cc1 | 0.1 | 1 | 14 | -1.3
Cc1cccc(OCC(=O)Nc2nnc(CSCc3ccc(Cl)cc3Cl)s2)c1 | -0.1 | 6 | -1 | -0.1
CC(NC(=O)c1cc([N+](=O)[O-])ccc1Cl)c1ccccc1 (stereo not given) | -0.1 | 1 | 6 | 0.7

Reformatted as tab-separated lines: part of the list above
mol	FBW7 activator	MITF inh	TEAD-YAP inh	GPR151 activ
CC(NC(=O)c1cc([N+](=O)[O-])ccc1Cl)c1ccccc1 (stereo not given)	-0.1	1	6	0.7
CC1CC(C)CN(S(=O)(=O)N2CCCC(C(=O)NC3CCCCCCC3)C2)C1 (stereo not given)	0.8	2	7	-1.3

Next section:
SMILES | FBW7 activator | MITF inh | TEAD-YAP inh | GPR151 activ
O=C(NC(=S)Nc1ccccc1[N+](=O)[O-])c1cncc(Br)c1 | 0.0 | 6 | 8 | 0.7
COc1cc(C2C(C#N)=C(N)N(c3ccccc3)C3=C2C(=O)CC(C)(C)C3)cc(OC)c1OC (stereo not given) | -0.2 | 0 | -8 | -0.5
Cc1ccc(NS(=O)(=O)c2ccc3c(c2)NC(=O)C(C)C(=O)N3)cc1F (stereo not given) | 0.5 | 15 | 0 | -0.2
O=C(O)c1cc(S(=O)(=O)Nc2ccc3cn[nH]c3c2)ccc1O | -0.2 | 76* | 19 | -1.0
COc1ccc(/C=C/C(=O)Nc2sc3c(c2C(N)=O)CCCC3)cc1OC | 0.0 | 4 | 5 | 2.0

Screening results as filed in PubChem.
